Anesthetic bind: binds horse apoferritin like a general anesthetic | P02791 | apoferritin/1-aminoanthracene competitive binding, fluorescence | Potency, µM (series often up to 77.5 µM), inactives show at the top dose activity change, negative = displacement, usual class: inhibitors | 0.074% of 350,000 active | AID 485281; note: potency is the fitted concentration of half-maximal effect; % is set by controls: 0 for no effect and ±100 for the full control effect; nearly all actives have a fitted effect of over 20% in size
Target sequence (P02791 2-175 limits assumed): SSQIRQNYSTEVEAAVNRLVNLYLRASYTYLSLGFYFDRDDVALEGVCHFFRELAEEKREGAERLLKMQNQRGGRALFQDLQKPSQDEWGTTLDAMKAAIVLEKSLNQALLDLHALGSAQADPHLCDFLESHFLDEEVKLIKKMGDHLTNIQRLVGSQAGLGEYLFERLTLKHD
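Read-out: endpoint 1-AMA fluorescence, excitation 380 nm and emission 535 nm, after compounds sit 10 min at room temperature with 10 uM horse-spleen apoferritin in 50% saturated 1-AMA/PBS. Values come from four-parameter Hill fits.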
12-LOX inh: inhibitors of human 12S-lipoxygenase ALOX12; P18054; purified 12hLO, xylenol orange hydroperoxide absorbance; Potency, µM (series often up to 108 µM), for the others: at the top dose activity change, negative = inhibition, hits mostly inhibitors; 1.1% of 580,000 active; AID 1671190; note: potency is the fitted concentration of half-maximal effect; % is set by controls: 0 for no effect and ±100 for the full control effect
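Purified human 12hLO (150 nM final) in 25 mM Hepes, 0.01% Triton X-100, pH 7.0 was preincubated 15 min at room temperature with compound. Then 40 uM arachidonic acid was added, 30 min. Hydroperoxide was read by Fe-XO absorbance ratio 573/405 nm.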
APEX1 inh: APE1 (human) endonuclease inhibition. recombinant APE1, TAMRA/BHQ-2 abasic DNA cleavage fluorescence. AID 2517. Potency, µM (highest dose often 65.8 µM), inactives show top-dose activity change, negative = inhibition, hits mostly inhibitors. 0.35% of 350,000 active;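 note: potency is the fitted concentration of half-maximal effect; plate controls were vehicle for no effect and reference inhibitor for full effect; nearly all actives have a fitted effect of over 55% in size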
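Endonuclease cleavage of a quenched abasic-site DNA duplex (50 nM) by APE1 (0.75 nM) was tracked by TAMRA dequenching. Compounds were preincubated with enzyme 15 min at room temperature; data normalized to buffer-only and DMSO wells plus NSC13755 control.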
LDHA inh: LDHA (human) enzyme inhibition; P00338; purified LDHA, NADH/diaphorase-resazurin fluorescence; hits give low values; activity change, % (values are at about 110 or 230 µM); 0.15% of 480,000 active; AID 1347041; in the data active = activity change below about -30%; inconclusive = mostly about -25% to -30%;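 note: plate controls were DMSO wells for no effect and wells without enzyme for full effect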
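Enzyme activity of human lactate dehydrogenase 5 (2 nM; 0.06 mM NADH, 0.2 mM pyruvate, 5 min, RT) is measured via a resazurin/diaphorase fluorescence readout of residual NADH.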
Pol beta inh: DNA polymerase beta (human) inhibition; P06746; Potency, µM (series often up to 114 µM), for the others: top-dose activity change, negative = inhibition, usual class: inhibitors; 1.3% of 340,000 active; Pol beta primer extension/strand displacement, fluorescence kinetic; AID 485314; note: potency is the fitted concentration of half-maximal effect; % is set by controls: 0 for no effect and ±100 for the full control effect
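Values derive from four-parameter Hill fits of normalized kinetic data: reads at 0 and 10 min following addition of 50 nM substrate to 10 nM Pol beta preincubated 15 min with compound.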
Pol eta inh: DNA polymerase eta (human) inhibition | recombinant Pol eta, fluorescent DNA replication assay | Potency, µM (doses to about 114 µM), without a hit: top-dose activity change, negative = inhibition, usual class: inhibitors | 1.2% of 390,000 active; note: potency is the fitted concentration of half-maximal effect; % is set by controls: 0 for no effect and ±100 for the full control effect
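Fluorescent replication assay: 50 nM final substrate added after a 15 min room-temperature compound preincubation with 10 nM enzyme. Signal taken at 0 min and again at 10 min.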
RGS4 inhibitor: inhibitors of human regulator of G protein signaling 4; P49798; Transcreener GDP fluorescence polarization, RGS4-accelerated GTP hydrolysis; Potency, µM (series often up to 114 µM), for inactives: at the top dose activity change, negative = inhibition, hits mostly inhibitors; 0.039% of 390,000 active; AID 504845; note: potency is the fitted concentration of half-maximal effect; % is set by controls: 0 for no effect and ±100 for the full control effect; nearly all actives have a fitted effect of over 75% in size; some results filed as inactive show a strong effect at the top dose
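MLSMR compounds (23 nl, pin-transferred) preincubated 10 min at room temperature with a 500nM (2x) first reagent, then RGS4 at 900nM (2x) plus Transcreener GDP mix added; fluorescence polarization (620/688 nm) read before and after 90 min at 30 °C.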
ERG Ets-DNA blk: blocks human ERG Ets domain binding to DNA | Potency, µM (titrated, usually from 76.9 µM), without a hit: at the highest dose FP activity, negative = inhibition, actives largely listed as inhibitors | P11308 | fluorescence polarization, His-ERG Ets domain / labelled DNA | 0.028% of 370,000 active; active = well fitted inhibition curve with a large enough effect in the polarisation, with a control signal flat; inconclusive = small, poorly fitted or top-dose-only effect, or effect the other way, or a change in a side signal; inactive = no such curve, though single readings can be large or run the other way; the % refers to the polarisation;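 note: polarization taken with two DNA probes labelled with fluorescein and Texas red; potency is the fitted concentration of half-maximal effect; % of control where 0% means no effect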
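His-tagged ERG Ets domain (1 uM in the protein solution; 300mM KCl, 50mM Tris-HCl, 1mM EDTA, 1mM DTT, pH 7.5) received compound, then a probe mix of 5 nM fluorescein-DNA and 100nM Texas-615-DNA. Fluorescence polarization was read for both dyes.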
POLK inh: DNA polymerase kappa (human) inhibition; Q9UBT6; purified Pol kappa, fluorescent DNA synthesis assay, 10 min; Potency, µM (series often up to 107 µM), inactives show top-dose activity, negative = inhibition, most hits filed as inhibitors; 0.53% of 400,000 active; note: potency is the fitted concentration of half-maximal effect; % is set by controls: 0 for no effect and ±100 for the full control effect
Target sequence (Q9UBT6 whole entry, looked up): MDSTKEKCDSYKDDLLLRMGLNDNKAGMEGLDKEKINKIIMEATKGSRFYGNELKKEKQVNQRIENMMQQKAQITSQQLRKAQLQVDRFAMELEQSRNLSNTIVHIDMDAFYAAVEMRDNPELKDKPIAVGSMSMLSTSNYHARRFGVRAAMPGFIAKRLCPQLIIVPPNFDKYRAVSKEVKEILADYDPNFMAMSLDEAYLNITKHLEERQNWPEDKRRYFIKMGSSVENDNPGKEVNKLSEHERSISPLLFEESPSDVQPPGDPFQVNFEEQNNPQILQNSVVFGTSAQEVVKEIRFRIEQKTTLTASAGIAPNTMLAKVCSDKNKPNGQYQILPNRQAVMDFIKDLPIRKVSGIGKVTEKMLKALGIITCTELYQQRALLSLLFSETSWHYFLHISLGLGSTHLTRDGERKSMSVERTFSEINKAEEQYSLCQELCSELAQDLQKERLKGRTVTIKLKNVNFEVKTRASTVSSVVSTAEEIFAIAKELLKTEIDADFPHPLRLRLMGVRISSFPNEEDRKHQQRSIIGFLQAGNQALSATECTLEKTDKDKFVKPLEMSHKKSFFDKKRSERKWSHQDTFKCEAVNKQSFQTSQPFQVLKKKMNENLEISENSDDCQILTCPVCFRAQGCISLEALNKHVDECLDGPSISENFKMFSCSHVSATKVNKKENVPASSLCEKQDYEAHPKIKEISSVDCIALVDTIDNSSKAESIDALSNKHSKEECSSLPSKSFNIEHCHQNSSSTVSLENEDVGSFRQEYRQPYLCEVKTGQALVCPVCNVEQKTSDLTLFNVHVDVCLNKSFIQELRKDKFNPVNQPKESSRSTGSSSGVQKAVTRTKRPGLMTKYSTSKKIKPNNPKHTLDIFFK
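50 nM final substrate added after 15 min RT preincubation of 10 nM Pol kappa with compound; fluorescence read at 0 and 10 min.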
An asterisk follows results filed as active; ? = inconclusive; . = no result given; [ ] = remark or other dose. Unless noted, calls come from the whole dose curve; as a rule, active = well fitted curve in the direction sought with a large enough effect; inconclusive = small, poorly fitted or top-dose-only effect, or another doubt; inactive = no such curve, though single readings can be large; an effect the other way counts as inactive or inconclusive. Not all compounds are listed; rates above refer to the full screens.

Every second line gives: Anesthetic bind	12-LOX inh	APEX1 inh	LDHA inh	Pol beta inh	Pol eta inh	RGS4 inhibitor	ERG Ets-DNA blk	POLK inh
COc1cccc(/C=N/NC(=O)CSCC(=O)Nc2ccccc2)c1O
    ?	-18.7%	-2.5%	11.0	7.2%	-9.4%	-7.6%	13.5%	-8.0%
COC(=O)CC1C(=O)NCCN1C(=S)Nc1cccc(C)c1 (stereo not given)
    -1.6%	7.3%	12.3%	0.8	62.7%	-11.7%	-30.5%	0.2%	-5.5%
CC(C)(C)c1ccc(C(=O)NCC(=O)NCC(C)(C)N2CCOCC2)cc1
    .	19.1%	23.1%	1.4	.	-15.5%	-31.5%	3.2%	1.2%
Cc1ccc(NC(=O)C2CCN(S(=O)(=O)c3ccc4[nH]c(=O)ccc4c3)CC2)c(C)c1
    -12.8%	141.7%[activator]	-0.5%	-1.3	?	0.4%	4.9%	0.7%	2.6%
Cc1ccc(NC2=NC3(CCCC3)N=C(N)N2)c(C)c1
    -11.4%	-17.0%	-2.7%	-6.9	-14.6%	-17.6%	4.9%	-1.2%	0.3%
CC(=O)c1cnc(SCCN2C(=O)c3ccccc3C2=O)nc1C
    -22.4%	-24.9%	-4.0%	-2.2	-11.1%	1.8%	16.7%	-0.5%	-4.2%
CC(C)Oc1ccccc1/C=N/Nc1ccccc1[N+](=O)[O-]
    4.4%	-7.3%	-6.5%	-1.7	-2.9%	-13.9%	-11.3%	-3.2%	-25.5%
COc1ccc(CCNc2nc(-c3sc(N)nc3C)cs2)cc1OC
    -9.0%	-13.3%	-2.7%	8.5	3.4%	3.9%	?	3.1%	-3.5%
O=C(CN1C(=O)c2cccnc2Oc2ccc(Cl)cc21)Nc1cccc(C(F)(F)F)c1
    ?	-29.2%	.	2.3	8.7%	-5.0%	-6.4%	-1.7%	-2.9%
O=S(=O)(NC1CCCCC1)c1cccs1
    -8.1%	-9.2%	22.2%	0.2	13.2%	1.1%	12.4%	22.7%	-0.7%
COc1cc(CNC(C)(C)C)ccc1OCC(=O)NC(C)(C)C
    1.4%	7.0%	-2.8%	-4.9	9.5%	5.5%	?	3.9%	-8.4%
CN(C)c1ccc(C(=C2C=CC(=[N+](C)C)C=C2)c2ccc(N(C)C)cc2)cc1
    ?	?	?	9.0	.	.	.	.	?
COc1ccc(C(=O)CCc2nc3ccccc3s2)cc1
    -11.5%	9.0%	11.7%	-3.1	2.9%	-4.4%	8.4%	-5.1%	-10.0%
O=C(Cc1ccccc1)N/N=C/c1cccc([N+](=O)[O-])c1
    -20.3%	-5.9%	6.0%	-3.7	92.3%	-13.8%	15.3%	-3.6%	-4.4%
CCn1c(SC(C)C(=O)Nc2ccc(N3CCOCC3)cc2)nnc1C1CC1 (stereo not given)
    .	-1.0%	-15.7%	-1.7	.	?	-5.7%	-11.2%	0.4%
Cc1ccc(NC(=O)CSCC(=O)N(CCC(C)C)c2c(N)n(Cc3ccccc3)c(=O)[nH]c2=O)cc1
    .	-29.4%	-7.6%	-15.5	.	-14.6%	-3.5%	7.4%	-11.6%
FC(F)(F)c1cnc(Oc2ccccc2-c2nnc(-c3ccc(Cl)cc3)o2)c(Cl)c1
    -20.6%	397.9%[activator]	-0.9%	-3.0	?	-11.6%	9.7%	-12.3%	-8.5%
NC(N)=Nc1ccc(C=C2C=Cc3ccccc32)cc1
    .	?	.	-0.1	.	-27.2%	-48.0%	.	-11.5%
Cc1cc(=O)[nH]c2nnc(SCCC(C)C)n12
    7.4%	?	.	-5.7	9.5%	0.7%	33.3%	-0.4%	-5.5%[60.1 µM]
C/C=C/c1ccc(OCCCCOc2ccccc2F)c(OC)c1
    67.4%[activator]	-9.3%	2.5%	1.9	-1.9%	-21.0%	7.9%	-4.2%	-5.1%
CC1CCN(c2ccc3c(c2)S(=O)(=O)c2cccc(C(=O)NCc4cccc(F)c4)c2C3=O)CC1
    .	-2.2%	-10.6%	-0.9	.	-26.2%	5.7%	9.5%	-19.2%
CCN(CC)C(=O)Sc1cccc2cccnc12
    ?	4.7%	-0.8%	-13.5	11.3%	-2.2%	18.3%	.	-4.2%
O=C(NCC1CCCO1)c1ccc(NC(=O)C2CCCCC2C(=O)O)cc1 (stereo not given)
    -4.5%	-4.5%	-3.3%	-4.5	42.0%	-20.8%	12.0%	8.8%	-2.8%
CC1CCN(CC(O)COC2CCC(C(C)(C)C)CC2)CC1 (stereo not given)
    -6.3%	3.2%	1.5%	-7.7	-28.2%	5.5%	16.4%	-13.8%	-5.1%
Cc1ccc(S(=O)(=O)N(C)c2ccc(C(=O)N3CCc4ccccc4C3)cc2)cc1
    8.3%	1.0%	9.7%	-1.2	31.3%	-22.8%	-3.7%	14.5%	-15.2%
CCOC(=O)C1=C(C)n2c(s/c(=C3\C(=O)Nc4ccccc43)c2=O)=NC1c1ccc(OC)cc1 (stereo not given)
    -20.8%	-7.1%	-2.3%	-11.0	-13.0%	1.3%	-15.6%	1.3%	2.6%
Cn1nc(C(F)(F)F)c(/C=N/OC(=O)c2ccccc2)c1Sc1ccc(Cl)cc1
    -11.3%	8.1%	-0.9%	-3.3	-15.2%	-15.3%	-28.1%	6.4%	-0.5%
C=CCn1c(SCC(=O)Nc2ccc(C)cc2C)nnc1-c1cccnc1
    -3.5%	0.0%	4.0%	-8.1	8.4%	-8.7%	36.2%	3.4%	-1.1%
COc1ccc(N2CCN(C(=O)CCNS(=O)(=O)c3ccc4c(c3)CCC(=O)N4)CC2)cc1
    -4.6%	-9.6%	-12.0%	-0.5	24.6%	-6.8%	9.7%	-9.5%	-8.7%
N#Cc1c(NC(NC(=O)c2ccco2)C(=O)c2ccccc2)sc2c1CCCC2 (stereo not given)
    -12.6%	?	-2.3%	2.1	-1.3%	-2.7%	-48.1%	.	-5.3%

Exported with each value named: entries from further up.
O=C(NCC1CCCO1)c1ccc(NC(=O)C2CCCCC2C(=O)O)cc1 (stereo not given)
  Anesthetic bind = -4.5%
  12-LOX inh = -4.5%
  APEX1 inh = -3.3%
  LDHA inh = -4.5
  Pol beta inh = 42.0%
  Pol eta inh = -20.8%
  RGS4 inhibitor = 12.0%
  ERG Ets-DNA blk = 8.8%
  POLK inh = -2.8%

NC(N)=Nc1ccc(C=C2C=Cc3ccccc32)cc1
  Anesthetic bind = .
  12-LOX inh = ?
  APEX1 inh = .
  LDHA inh = -0.1
  Pol beta inh = .
  Pol eta inh = -27.2%
  RGS4 inhibitor = -48.0%
  ERG Ets-DNA blk = .
  POLK inh = -11.5%

More structures
| structure | Anesthetic bind | 12-LOX inh | APEX1 inh | LDHA inh | Pol beta inh | Pol eta inh | RGS4 inhibitor | ERG Ets-DNA blk | POLK inh |
| --- | --- | --- | --- | --- | --- | --- | --- | --- | --- |
| CC1=C/C(=C(/c2cc(C)c(O)c(Br)c2)c2ccccc2S(=O)(=O)O)C=C(Br)C1=O | 0.1% | ? | -5.0% | 36.3 | -26.7% | 35.5µM* | -37.7% | 123.6%[activator] | ? |
| O=C(CCc1nc2ccccc2c(=O)[nH]1)OCC(=O)c1ccc(C2CCCCC2)cc1 | -5.8% | 15.3% | ? | -2.3 | 3.3% | -16.8% | -42.6% | -2.6% | -3.0% |
| CC(C)c1cccc(C(C)C)c1NC(=O)CCl | -14.5% | ? | -2.2% | -1.6 | 26.9% | 0.4% | 18.7% | -5.2% | -10.5% |
| CC(=O)Nc1ccc(NS(=O)(=O)c2ccccc2)c2ccccc12 | -1.4% | 0.0% | 66.0%[activator] | 11.7 | 4.9% | -4.9% | 1.8%[56.9 µM] | 2.2% | 4.7% |
| CCCn1c(=O)c2c(c3ccccc31)OCC(=O)N2 | -1.0% | -0.8% | -2.6% | -7.3 | -0.6% | -12.1% | 24.0% | -8.5% | -15.3% |
| COc1cccc(N2CCN(CC(=O)Nc3ccc(-n4cnnn4)cc3)CC2)c1 | 0.0% | 12.4% | 10.3% | -6.5 | ? | -8.9% | 3.3% | 0.1% | -6.2% |
| O=C(O)C1CCCCC1C(=O)NCc1ccncc1 (stereo not given) | -8.4% | 9.4% | 3.9% | -3.0 | 30.9% | -3.3% | -4.7% | -4.1% | 6.4% |
| Cc1ccccc1C(=O)NC1CCSC1=O (stereo not given) | -5.8% | 0.7% | 2.9% | 1.5 | -17.9% | -5.3% | -11.4% | 3.9% | 5.7% |
| CCc1ccccc1NC(=O)Cn1nnc(-c2cccs2)n1 | -7.8% | -13.0% | 5.0% | -16.1 | 14.9% | -7.6% | 26.7% | . | -10.2% |
| Cc1cc(C)c(C#N)c(SCC(=O)Nc2ccc3c(c2)OCO3)n1 | 3.5% | 0.0% | 3.7% | -6.9 | -12.2% | -1.3% | 14.7% | 0.5% | 1.0% |
| CC(=O)N1c2ccc(S(=O)(=O)NCC3CCC(C(=O)N4CCC(C)CC4)CC3)cc2CC1C (stereo not given) | -16.4% | -0.1% | 40.3% | -1.5 | 22.8% | -14.1% | -6.1% | 3.9% | -14.1% |
| O=C(NC1=NCCS1)c1cccc(N2C(=O)c3ccccc3C2=O)c1 | -1.5% | 22.8% | -1.5% | -12.5 | -0.7% | -4.0% | 21.2% | -3.4% | -4.4% |

Source: PubChem
